Bioassay records (PubChem BioAssay)
D2 antagonist: antagonizes the human D2 dopamine receptor; P14416; HEK293 TREx D2 cells, calcium flux, dopamine EC80; inhibition, % at 10 µM; 340,000 compounds, 2% hits; AID 485344; in the data active means inhibition above about 30%; further: 0% is about no effect
Target sequence (P14416 whole entry, looked up): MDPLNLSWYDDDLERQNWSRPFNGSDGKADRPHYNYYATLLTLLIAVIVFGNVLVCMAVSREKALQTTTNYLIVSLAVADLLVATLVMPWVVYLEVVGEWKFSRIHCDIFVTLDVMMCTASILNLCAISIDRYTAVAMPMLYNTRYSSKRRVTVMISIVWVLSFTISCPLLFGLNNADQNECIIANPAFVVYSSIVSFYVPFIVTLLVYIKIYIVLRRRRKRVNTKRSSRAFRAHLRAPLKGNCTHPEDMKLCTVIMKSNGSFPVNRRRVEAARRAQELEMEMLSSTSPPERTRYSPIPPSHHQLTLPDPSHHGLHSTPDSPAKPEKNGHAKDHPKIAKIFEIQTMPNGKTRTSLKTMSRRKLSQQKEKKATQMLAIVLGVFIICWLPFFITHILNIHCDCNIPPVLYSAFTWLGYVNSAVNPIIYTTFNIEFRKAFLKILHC
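Inhibition of EC80 dopamine-driven calcium flux, recorded kinetically, defines activity here; cells are a tetracycline-induced HEK293 T-REx line expressing force-coupled D2.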
Vif-APOBEC3G blk: Vif-A3G binding inhibition. HeLa A3G-eYFP + Vif (tagged APOBEC3G with the HIV-1 protein that degrades it), YFP fluorescence, overnight. Potency, µM (series often up to 46.1 µM), without a hit: at the top dose activity, negative = active, hits mostly inhibitors. 410,000 compounds, 0.076% hits. AID 602310;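 further: potency means the concentration at half of the fitted maximal effect; on the % scale 0 is the no-effect control and ±100 the full control effect; nearly all actives have a fitted effect of over 60% in size; hits raise eYFP signal because A3G escapes Vif-driven loss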
Target sequence (Q9HC16 whole entry, looked up): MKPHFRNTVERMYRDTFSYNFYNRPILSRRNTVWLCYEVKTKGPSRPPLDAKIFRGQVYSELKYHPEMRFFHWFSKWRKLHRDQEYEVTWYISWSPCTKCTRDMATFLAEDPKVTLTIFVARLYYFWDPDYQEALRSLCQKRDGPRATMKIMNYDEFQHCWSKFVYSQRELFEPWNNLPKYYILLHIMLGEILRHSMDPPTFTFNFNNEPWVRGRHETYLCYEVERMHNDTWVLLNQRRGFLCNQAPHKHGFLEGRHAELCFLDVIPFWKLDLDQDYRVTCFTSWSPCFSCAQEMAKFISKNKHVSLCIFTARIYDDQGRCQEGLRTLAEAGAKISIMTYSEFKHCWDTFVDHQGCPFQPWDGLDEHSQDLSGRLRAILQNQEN
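Read-out is eYFP fluorescence (Ex 488/Em 500-530) from Vif-expressing HeLa A3G-eYFP cells; more signal means A3G escaped Vif-mediated degradation. Cells plated overnight, compound pinned in, incubated overnight at 37 deg C.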
LDHA inh: LDHA (human) enzyme inhibition | P00338 | purified LDHA, NADH/diaphorase-resazurin fluorescence; hits give low values | activity change, % (values are at about 110 or 230 µM) | AID 1347041 | 480,000 compounds, 0.15% hits; in the data active means activity change below about -30%; inconclusive means mostly about -25% to -30%;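 further: plate controls were DMSO wells for no effect and wells without enzyme for full effect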
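Human LDH5 (2 nM) was incubated with 0.06 mM NADH and 0.2 mM pyruvate for 5 min at room temperature in Tris pH 7.4. Remaining NADH was coupled through diaphorase/resazurin, and resorufin fluorescence was read at 0 and 20 min.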
GRP78 ERSR act: ER stress response induction in glioma | U87-MG GRP78 promoter luciferase reporter, 16 h | Potency, µM, for inactives: at the highest dose activation, usual class: activators | 420,000 compounds, 0.02% hits; further: potency means the concentration at half of the fitted maximal effect; series mostly up to about 76 µM; % of control where 0% means no effect; nearly all actives have a fitted effect of over 35% in size
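Stably transfected U87-MG human glioma cells carrying a GRP78-based luminescent sensor were seeded at 1000 cells/well, pin-dosed with compounds and incubated 16 h. Luciferase reagent was then added, and end-point luminescence was read after 10 min at room temperature.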
D2 ag: D2 dopamine receptor (human) agonism | P14416 | HEK293 T-REx D2 cells, calcium flux agonist mode | activation, % at 2 µM | 340,000 compounds, 0.53% hits | AID 485358;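 active means activation over 3 SD above normal in the single-dose calcium agonist read, cut at about 30% in these data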; further: 0% is about no effect
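HEK293 Trex D2 cells, tetracycline-induced, o/n 30 C 5% CO2; no-wash Ca dye, RT 30–90 min; 10-cycle baseline, 23 nl cpd added, kinetic Ca read 180 s; agonist hits = positive Ca response.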
ALOX12 inh: blocks human arachidonate 12S-lipoxygenase; AID 1671190; P18054; 580,000 compounds, 1.1% hits; Potency, µM (doses to about 108 µM), for the others: at the top dose activity change, negative = inhibition, usual class: inhibitors; purified 12hLO, xylenol orange hydroperoxide absorbance; further: potency means the concentration at half of the fitted maximal effect; on the % scale 0 is the no-effect control and ±100 the full control effect
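Hydroperoxide product was detected by ferrous iron/xylenol orange as the 573 to 405 nm absorbance ratio. Arachidonic acid at 40 uM (final) was turned over for 30 min at room temperature by 150 nM human 12hLO, pH 7.0 Hepes buffer, after 15 min compound preincubation.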
RGS4 inhibitor: inhibitors of human regulator of G protein signaling 4. Potency, µM (titrated, usually from 114 µM), for the others: at the top dose activity change, negative = inhibition, actives largely listed as inhibitors. AID 504845. 390,000 compounds, 0.039% hits. Transcreener GDP fluorescence polarization, RGS4-accelerated GTP hydrolysis. P49798; further: potency means the concentration at half of the fitted maximal effect; on the % scale 0 is the no-effect control and ±100 the full control effect; nearly all actives have a fitted effect of over 75% in size; some results filed as inactive show a strong effect at the top dose
Target sequence (P49798 whole entry, looked up): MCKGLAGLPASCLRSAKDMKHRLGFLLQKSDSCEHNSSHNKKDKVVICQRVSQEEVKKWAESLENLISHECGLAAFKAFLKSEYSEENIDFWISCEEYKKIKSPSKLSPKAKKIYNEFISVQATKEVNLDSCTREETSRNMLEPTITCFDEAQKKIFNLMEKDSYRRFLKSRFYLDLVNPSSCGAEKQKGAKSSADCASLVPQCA
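MLSMR compounds (23 nl, pin-transferred) preincubated 10 min at room temperature with a 500nM (2x) first reagent, then RGS4 at 900nM (2x) plus Transcreener GDP mix added; fluorescence polarization (620/688 nm) read before and after 90 min at 30 °C.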
ERG Ets-DNA blk: blocks human ERG Ets domain binding to DNA; P11308; fluorescence polarization, His-ERG Ets domain / labelled DNA; Potency, µM (doses to about 76.9 µM), for the others: at the top dose FP activity, negative = inhibition, hits mostly inhibitors; 370,000 compounds, 0.028% hits; active means well fitted inhibition curve with a large enough effect in the polarisation, with a control signal flat; inconclusive means small, poorly fitted or top-dose-only effect, or effect the other way, or a change in a side signal; inactive means no such curve, though single readings can be large or run the other way; the % refers to the polarisation;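 further: polarization taken with two DNA probes labelled with fluorescein and Texas red; potency means the concentration at half of the fitted maximal effect; % of control where 0% means no effect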
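His-tagged ERG Ets domain (1 uM in the protein solution; 300mM KCl, 50mM Tris-HCl, 1mM EDTA, 1mM DTT, pH 7.5) received compound, then a probe mix of 5 nM fluorescein-DNA and 100nM Texas-615-DNA. Fluorescence polarization was read for both dyes.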
Vif-A3F inh: inhibitors of Vif-A3F interaction. Potency, µM (titrated, usually from 46.1 µM), for inactives: at the top dose activity, negative = active. 390,000 compounds, 0.2% hits. HeLa A3F-eYFP + Vif (tagged APOBEC3F with the HIV-1 protein that degrades it), YFP fluorescence increase; further: potency means the concentration at half of the fitted maximal effect; % of control where 0% means no effect; nearly all actives have a fitted effect of over 65% in size
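HeLa cells stably expressing A3F-eYFP plus Vif, plated and incubated overnight at 37 deg C, then exposed to compounds overnight at 37 deg C. Blocked degradation read as raised yellow fluorescence (Ex 488/Em 500-530).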
The depositor's hits bear a star; ? = inconclusive; · = no result given; & = joins results of further samples; [ ] = another dose, or the depositor's remark. Unless noted, the call rests on the fitted dose curve; in most records, active means well fitted curve in the direction sought with a large enough effect; inconclusive means small, poorly fitted or top-dose-only effect, or another doubt; inactive means no such curve, though single readings can be large; an effect the other way counts as inactive or inconclusive. These rows are one share of the data (hit frequency here may not be typical).

SMILES | D2 antagonist | Vif-APOBEC3G blk | LDHA inh | GRP78 ERSR act | D2 ag | ALOX12 inh | RGS4 inhibitor | ERG Ets-DNA blk | Vif-A3F inh
O=C(COc1ccccc1)OCC(=O)c1c[nH]c2ccccc12 | -4 | 0% | 1 | -3% | -1.8 | -13% | 8% | · | -3%
O=C(CN1C(=O)NC2(CCCCC2)C1=O)Oc1ccc2ccc(=O)oc2c1 | 0 | -4% | -2 | -4% | -0.1 | 361%[activator] | -19% | 1% | 4%
Cc1nc(C(F)(F)F)ccc1C(=O)N1CCC1(C)C(=O)NS(=O)(=O)c1c(C)noc1C (configuration not stated) | · | 3% | -5 | -2% | · | ? | · | · | ·
O=C(NC(=S)Nc1nc(-c2ccccc2)cs1)c1ccco1 | -12 | -2% | -6 | 1% | -1.8 | -3% | -23% | 7% | 3%
CCOC(=O)C[C@H]1c2cc(F)ccc2S(=O)(=O)N1C1CCCC1 | · | 2%&2% | -1 | -3%&-4% | · | 10% | -13% | 1% | 1%
COc1ccc(CCNC(=O)CCCn2nc(C)c3sc4ccccc4c3c2=O)cc1OC | · | 3% | 1 | -1% | 0.3 | -3% | -2% | -1% | 1%
COC(=O)/C=C1\S/C(=N/NC(=O)c2ccc(OC)cc2)NC1=O | -7 | 0% | -1 | -8% | 0.2 | -10% | ? | 2% | 2%
O=C(/C=C/c1ccc2c(c1)OCCCO2)c1ccc2ccccc2c1O | · | -17% | -1 | 2% | · | -8% | -14% | 0% | 0%
Clc1cccc(-c2cccc3nccn23)c1 | · | -8% | -10 | 1% | · | ? | · | · | ·
O=C(CC1C(=O)NCCN1Cc1ccc(Cl)c(F)c1)NC1CCC1 (configuration not stated) | -9 | 0% | 0 | 3% | 0.3 | ? | -2% | 0% | -10%
CCN(C(=O)c1cccs1)c1nnc(-c2ccncc2)s1 | 9 | -6% | 0 | 1% | 0.0 | -16% | 3% | -1% | -6%
O=C(c1ccccc1)N1CCN(C(=O)c2cccnc2)CC1 | -17 | -2% | 0 | -5% | 0.6 | 17% | 19% | 14% | 1%
Cc1nc(S(=O)(=O)N2CCN(C3c4ccccc4-c4ccccc43)CC2)cn1C | 13 | 1% | -7 | 0% | 0.0 | 139%[activator] | 12% | 8% | 5%
CCOC(=O)C1CCN(C(=O)COC(=O)Cc2ccc(Cl)cc2)CC1 | -13 | 0% | -2 | -2% | 1.3 | 0% | 26% | -5% | -3%
CC(=O)Nc1ccc(SCC(=O)N2CCN(S(=O)(=O)c3ccccc3)CC2)cc1 | -4 | -4% | -16 | -3% | 1.5 | -11% | -2% | 3% | 1%
CCc1ccc(S(=O)(=O)c2cn(C)c3cc(N4CCC(C)CC4)c(F)cc3c2=O)cc1 | · | 5% | 0 | -1% | 0.0 | -8% | -11% | -1% | -6%
Cc1ccc2nc(-c3ccc(NC(=S)NC4CC(C)(C)NC(C)(C)C4)cc3)sc2c1 | 2 | ? | 0 | -16% | 1.2 | ? | -40% | 5% | -11%
Cc1cc(NC(=O)/C=C/C(=O)N(CC(=O)NC2CCCC2)c2ccc(F)cc2)no1 | -3 | -11% | -5 | -7% | -0.5 | -14% | -29% | -1% | 22%
Cc1cc(O)ccc1-c1cc(C(=O)NCc2ccc(F)cc2)[nH]n1 | · | -8% | -6 | ? | · | 4% | · | · | ·
CCOC(=O)N1CCN(C(=O)c2ccc(SC)cc2OC)CC1 | 7 | -1% | 0 | -3% | 0.0 | -1% | -16% | -1% | -1%
O=C(NCCn1cc(SCc2ccccc2)c2ccccc21)c1ccccc1F | -22 | 0% | 0 | 1% | 0.4 | 11% | -2% | 5% | 1%
Cc1ccc(OCCOCCNC(C)(C)C)c([N+](=O)[O-])c1 | 2 | 5% | -10 | -2% | 0.9 | ? | -30% | 10% | 3%
Cc1nn(CCOc2ccccc2)c(=O)n1-c1ccccc1 | -15 | -8% | -6 | 5% | 0.1 | 0% | 6% | 1% | 4%
COc1ccc(-c2n[nH]c(=S)n2-c2ccc(Br)cc2)cc1OC | -2 | -2% | -1 | -2% | -0.1 | 16µM* | -30% | -3% | 1%
COc1nc(SC)nc(Cl)c1Cc1ccc(OC(C)C)cc1 | 2 | -8% | -4 | -1% | 2.1 | 1% | -10% | -7% | -13%

An excerpt from above in order of their number in LDHA inh, high to low:
SMILES | LDHA inh
O=C(c1ccccc1)N1CCN(C(=O)c2cccnc2)CC1 | 0
COc1ccc(-c2n[nH]c(=S)n2-c2ccc(Br)cc2)cc1OC | -1
Cc1cc(O)ccc1-c1cc(C(=O)NCc2ccc(F)cc2)[nH]n1 | -6

Later entries:
SMILES | D2 antagonist | Vif-APOBEC3G blk | LDHA inh | GRP78 ERSR act | D2 ag | ALOX12 inh | RGS4 inhibitor | ERG Ets-DNA blk | Vif-A3F inh
COc1cc(/C=C/C(=O)O)cc(S(=O)(=O)NCCCO)c1OC | 3 | 3% | -6 | -2% | 1.2 | 17% | 39% | 2% | -3%
N#Cc1c(N)nc2c(c1-c1cccs1)CCCC2 | -9 | 0% | -16 | -5% | 0.7 | 9% | -2% | 0% | 0%
CC(C)(C)n1nnnc1C(c1cccnc1)N1CCN(c2ccccc2)CC1 (configuration not stated) | -18 | 1% | -4 | -3% | -0.1 | 0% | -24% | -21% | -7%
CSc1nc2c(c(-c3ccc(O)cc3)c1C#N)CCC2 | 19 | -16% | -1 | -7% | 1.1 | -1% | -23% | -16% | -4%
Cc1cc(-c2ccc(C)c(S(=O)(=O)N3CCN(c4cccc(C(F)(F)F)c4)CC3)c2)on1 | · | 4% | 0 | -1% | 0.9 | -21% | -5% | -8% | -12%
CN1/C(=C\C(=O)C(F)F)C(C)(C)c2ccccc21 | 47* | 1% | -5 | -4% | -0.2 | 10% | -31% | 4% | -7%
CCN(CC)CCCNC(=O)c1nn(C)c2c1CS(=O)(=O)c1ccccc1-2 | · | -1% | -10 | -5% | 1.1 | 4% | 18% | 1% | -4%
COc1ccc(CNC(=O)C[C@H]2C[C@H](C(=O)N3CCOCC3)[C@@]3(CCC4CCCC4)c4[nH]c5ccc(Cl)cc5c4CCN3C2=O)cc1OC | · | -7% | -8 | -1% | · | ? | -12% | -2% | 6%
COc1ccccc1-n1cnc2cc(C(=O)NCC3CCCO3)ccc21 (configuration not stated) | · | -4% | -3 | -2% | · | 5% | 6% | 2% | 0%
COc1ccc(C(=O)NCCCNC(=O)c2cccnc2)cc1Br | 6 | -2% | -1 | 7% | -0.2 | 7% | -2% | 4% | 2%
COc1cccc(OC)c1C(=O)Nc1ccc2c3c(cccc13)CC2 | -5 | -4% | -1 | -1% | -1.1 | 470%[activator] | -8% | 4% | -3%
O=C(O)C(Cc1c[nH]c2ccccc12)NS(=O)(=O)c1cccc2nsnc12 (configuration not stated) | 1 | 1% | -3 | -3% | -0.2 | ? | 0% | 2% | 7%
O=C(CSc1ncccc1C(=O)O)c1cccc(C(F)(F)F)c1 | 6 | -1% | -6 | 4% | -0.4 | -17% | 1% | -6% | 7%
CCOc1ccccc1N(C(=O)Cn1nnnc1-c1ccc(C)o1)C(CC)C(=O)NC(C)(C)C (configuration not stated) | -9 | 1% | -15 | -3% | 1.1 | 9% | -12% | 2% | -1%
COC(=O)c1cnn(C(=O)c2cc(OC)ccc2Br)c1N | -22 | 1% | -1 | -2% | 0.4 | 24% | -8% | 2% | 6%
CSc1nc(N)nc(SCC(=O)C23CC4CC(CC(C4)C2)C3)c1C#N | -4 | 0% | 1 | 3% | -0.3 | -8% | -12% | 2% | -7%
CC1Cc2ccccc2N1CC(=O)NC(=O)NC(C)(C)C (configuration not stated) | 2 | -2% | -3 | 2% | -0.5 | -6% | -13% | 4% | 3%
Cc1c(CN2CCCC(C)C2)c(O)n(CCO)c(=O)c1C#N (configuration not stated) | -1 | -1% | 3 | -1% | 0.2 | ? | -23% | 5% | -3%
Cc1[nH]c2ccc(-c3nnc(SCC(=O)c4ccccc4F)o3)cc2c1C | -18 | 0% | -3 | 6% | 0.6 | 4% | -27% | · | -17%
O=C(O)CCC(=O)Nc1ccccc1Oc1ccccc1 | 3 | 0% | -5 | 0% | 0.2 | -9% | ? | -2% | 4%
Cc1cc(S(=O)(=O)n2cnc3ccccc32)c(C)cc1Cl | 16 | -1% | -6 | -2% | 0.3 | ? | 22% | -12% | 4%
CN(C)CCNC(=O)c1cccc(-c2cnc3c(NC=O)cc(/C=C/c4ccccc4)cn23)c1 | · | ? | 7 | -9% | · | ? | · | · | ·
Cc1ccc(C(=O)NCCNC(=O)COc2ccccc2Cl)cn1 | -10 | -1% | -8 | -1% | -0.3 | -5% | 6% | 1% | -11%
CCCC(=O)Oc1ccc(C2NC(=O)c3ccccc3O2)cc1OC (configuration not stated) | -1 | -2% | -3 | -2% | -0.9 | 11% | -3% | -4% | -20%
CCNC(=O)C(=O)NCC1OCCCN1S(=O)(=O)c1ccc(F)cc1C (configuration not stated) | -21 | -2% | -7 | -4% | -1.7 | 29% | 22% | -3% | -9%
COc1ccc(-c2c(=O)n(OCc3ccccc3[N+](=O)[O-])c3ccccc3[n+]2[O-])c(OC)c1 | -12 | -2% | 0 | -3% | 1.2 | -21% | -24% | -14% | 0%
CCc1cc2c(SCC(=O)c3ccc(C)cc3)ncnc2s1 | -8 | -3% | 0 | ? | -0.9 | 20% | 4%[11.4 µM] | 0% | 2%
